# High-throughput results as filed in PubChem BioAssay.
# TDP2 inh: human TDP2 enzyme inhibitors, primary screen, biochemical, epi absorbance, recombinant enzyme; T5PNP hydrolysis, p-nitrophenol absorbance 415 nm; inhibition, % at 12.8 µM; 0.34% of 370,000 active; AID 720702, 2013;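 active = inhibition above the mean of all tested compounds plus 3 SD, set per campaign, cut at about 25% in these data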;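 note: 0% = DMSO with enzyme and 100% = buffer with substrate but no TDP2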
# Target sequence (O95551 whole entry, looked up): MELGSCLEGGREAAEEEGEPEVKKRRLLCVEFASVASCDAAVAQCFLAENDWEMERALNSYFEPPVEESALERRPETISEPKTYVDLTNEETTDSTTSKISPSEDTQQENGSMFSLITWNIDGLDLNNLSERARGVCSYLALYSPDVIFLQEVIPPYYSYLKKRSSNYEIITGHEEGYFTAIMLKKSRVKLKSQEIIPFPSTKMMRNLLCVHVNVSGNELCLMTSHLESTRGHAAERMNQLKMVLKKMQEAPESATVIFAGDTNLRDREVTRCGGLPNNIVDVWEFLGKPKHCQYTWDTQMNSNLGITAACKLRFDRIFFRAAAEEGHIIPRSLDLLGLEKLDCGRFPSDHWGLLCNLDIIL
#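 Assay system: recombinant human TDP2 / Reagent: T5PNP substrate at 5 mM, a TopII-DNA adduct mimic / Measured by: epi absorbance from released p-nitrophenol / Evaluation: % inhibition relative to enzyme-containing and enzyme-free wells / Control set: enzyme-free and DMSO wells / Replicates: each compound tested once, singlicate / Schedule: enzyme reaction with compound for 2 h at 37 °C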
# proKLK7 act: proKLK7 zymogen activators, primary screen, biochemical, fluorescence intensity; purified proKLK7, EDANS-DABCYL substrate fluorescence; 100% is mature enzyme control, 0% vehicle; activation, % at 7 µM; 0.9% of 370,000 active; AID 652039, 2013;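 active = activation above the mean of all tested compounds plus 3 SD, computed per campaign excluding outliers beyond control limits, cut at about 13% in these data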
# Target sequence (P49862 whole entry, looked up): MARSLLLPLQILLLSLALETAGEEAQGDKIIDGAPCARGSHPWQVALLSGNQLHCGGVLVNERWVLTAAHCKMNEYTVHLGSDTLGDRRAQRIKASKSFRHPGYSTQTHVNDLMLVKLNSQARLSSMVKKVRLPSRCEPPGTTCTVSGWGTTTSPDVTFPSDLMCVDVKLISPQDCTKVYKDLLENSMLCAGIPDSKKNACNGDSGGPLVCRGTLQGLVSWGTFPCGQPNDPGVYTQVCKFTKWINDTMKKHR
# MBD2 DNA inh: inhibitors of MBD2 binding to methylated DNA, primary screen, biochemical, TR-FRET, DNA-binding domain, human; Methyl-CpG-binding domain protein 2 (Homo sapiens), Q9UBB5; MBD2 binding to methylated oligonucleotide; inhibition, % at 4.4 µM; 0.31% of 370,000 active; AID 686964, 2013; in the data active = inhibition above about 13%
# SIAE primary: human SIAE inhibitors, primary screen, biochemical, fluorescence polarization, FP-Rh probe, 1536-well HTS. Sialate O-acetylesterase (Homo sapiens), Q9HAT2. SIAE FP-Rh probe binding. inhibition, % at 9.66 µM. 0.69% of 370,000 active;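 active = inhibition above a cutoff: mean of compounds within the control limits plus 3 SD of those, cut at about 17% in these data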;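 note: 0% = plate median of compound wells and 100% = probe without SIAE protein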
# DDE Tn7 FP inh: inhibitors of Tn7 peptide binding to fibrin DD(E), primary screen, biochemical, fluorescence polarization, human fibrin, Tn7 probe | 0.13% of 370,000 active | inhibition, % at 8.3 µM | FP displacement of FITC-Tn7 peptide from fibrin DD(E); 0% = median of compound wells per plate;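 active = inhibition above the mean of compounds falling within the control limits plus 3 SD of them, cut at about 14% in these data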;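 note: 0% = plate median of compound wells and 100% = 10 µM Aha-Tn7 peptide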
#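 Also added: labelled Tn7 tracer, 0.1 µM; Assay system: human fibrin DD(E) protein; Amount: 2 µM fibrin DD(E); Schedule: 10 min compound pre-incubation, 3 h probe incubation at room temperature; Repeats: one replicate per compound; Read-out basis: percent inhibition; Measured by: fluorescence polarization of the labelled Tn7 tracer.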
# UHRF1 binding: UHRF1 methylated DNA binding inhibitors, primary screen, counter-screen for MBD2 inhibitor project, biochemical, TR-FRET, human UHRF1, single concentration. E3 ubiquitin-protein ligase UHRF1 (Homo sapiens), Q96T88. UHRF1 binding to methylated oligo. inhibition, % at 4.4 µM. 0.75% of 370,000 active; in the data active = inhibition above about 21%;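 note: UHRF1 SRA domain binding a hemimethylated CpG hairpin DNA probe; 0% = median of test compound wells and 100% = reference inhibitor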
# PRMT1 inh: PRMT1 methyltransferase inhibitors, primary screen, biochemical, fluorescence polarization; inhibition, % at 2.79 µM; AID 652257, 2013; recombinant PRMT1, activity-based probe fluorescence polarization; 1.3% of 370,000 active;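 active = inhibition above about 21% made by adding two undisclosed values, limit read from the data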
# Target sequence (Q99873 whole entry, looked up): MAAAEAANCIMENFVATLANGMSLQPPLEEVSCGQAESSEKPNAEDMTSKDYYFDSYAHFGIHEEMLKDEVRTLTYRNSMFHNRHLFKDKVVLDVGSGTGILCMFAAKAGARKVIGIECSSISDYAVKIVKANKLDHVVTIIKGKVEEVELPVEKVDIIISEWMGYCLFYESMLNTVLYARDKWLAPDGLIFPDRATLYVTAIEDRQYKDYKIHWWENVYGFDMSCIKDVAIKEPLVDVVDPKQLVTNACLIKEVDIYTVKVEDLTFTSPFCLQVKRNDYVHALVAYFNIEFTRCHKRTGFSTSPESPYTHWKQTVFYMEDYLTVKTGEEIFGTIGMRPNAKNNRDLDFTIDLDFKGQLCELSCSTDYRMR
# Tn6 DDE FP: inhibitors of Tn6 peptide binding to fibrin DD(E), primary screen, biochemical, fluorescence polarization, human fibrin, Tn6 probe. Fibrin DD(E) TRITC-Tn6 fluorescence polarization displacement. 0.21% of 370,000 active. inhibition, % at 8.3 µM;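 active = inhibition above a per-campaign cutoff: mean of compounds within control limits plus 3 SD, cut at about 15% in these data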;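 note: 0% = median of all compound wells on the plate and 100% = blocking peptide control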
# TCR CD3 inh: inhibitors of human TCR-CD3 interaction, primary screen, biochemical, fluorescence, TAMRA-labeled TCR probe. T-cell receptor (TCR). inhibition, % at 9.4 µM. 0.37% of 360,000 active. AID 651800, 2012; in the data active = inhibition above about 19%;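 note: recombinant mutant TCR 2C K166C tagged with TAMRA read by polarization; 0% = receptor in buffer alone and 100% = receptor with positive control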
# LEDGF integ inh: blockers of LEDGF/p75-dependent integrase strand transfer – biochemical, TR-FRET, high throughput, primary screen; TR-FRET IN-LEDGF/p75 DNA integration, Eu/Cy5; inhibition, % at 3.7 µM; 0.64% of 370,000 active; HIV-1 integrase (with human LEDGF/p75);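 active = inhibition above the screen-wide mean plus 3 SD, cut at about 13% in these data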;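 note: signal is the Cy5 over europium emission ratio at 671 and 618 nm; 0% = plate median of compound wells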
# The depositor's hits bear a star; nt = no result given.
SMILES,TDP2 inh,proKLK7 act,MBD2 DNA inh,SIAE primary,DDE Tn7 FP inh,UHRF1 binding,PRMT1 inh,Tn6 DDE FP,TCR CD3 inh,LEDGF integ inh
CC(Oc1ccc2c(c1)oc(=O)c1ccccc12)C(=O)NC(Cc1c[nH]c2ccc(O)cc12)C(=O)O (stereo not drawn),-5,-3.1,10,-4,3,6,22*,-7,-7,6
Cc1ccn2c(NC3CCCC3)c(-c3cccs3)nc2c1,7,2.7,2,16,-7,10,0,4,3,1
CCN(CC(=O)Nc1ccccc1C(F)(F)F)C(=O)CCOc1ccccc1C,-10,-0.2,4,2,4,3,2,1,-10,-3
CC1(C)Cc2nc3n[nH]c(N)c3cc2CO1,-10,-0.4,-10,5,5,-6,-1,5,5,-1
CCc1cc(=O)oc2cc(C)cc(OCC(=O)N3CCC(C(=O)NC(C)C)(c4ccccc4)CC3)c12,0,-6.4,5,-4,2,2,2,6,-3,-2
O=C(O)c1ccccc1NC(=O)c1ccccc1Nc1ccccc1,-3,-0.1,-2,8,10,0,0,9,-2,0
O=C(Cn1c(=O)c2cccn2c2ccc(F)cc21)NCCCN1CCN(c2ccccc2F)CC1,12,-0.7,-4,-3,8,-1,-4,-1,2,1
Cc1cccc(C)c1OCC(=O)NCc1nnc(SCC(=O)NC2CCCCC2C)n1C (stereo not drawn),-1,0.2,4,4,-5,4,0,0,-1,-1
CCN(CC(=O)Nc1ccc2c(c1)OCCO2)C(=O)c1cc(Cl)nc2ccccc12,2,0.1,3,2,7,0,2,3,-5,-5
Cc1noc(C)c1C(C)C1=CCCCC1 (stereo not drawn),7,-0.3,-11,4,11,-1,-3,6,nt,1
O=C(Nc1ccccc1N1CCN(c2ccc(F)cc2)CC1)c1ccccc1,-4,0.0,0,2,5,-1,1,1,-4,-4
COc1ccc(OCC(=O)Nc2ccc(N3CCN(C(=O)c4ccco4)CC3)cc2)cc1,-6,0.1,-2,6,-9,3,0,4,0,4
O=C(NC1CCS(=O)(=O)C1)c1cc(-c2ccccc2)nc2ccccc12 (stereo not drawn),-5,-0.2,2,-2,-5,0,-3,-5,-1,0
CCc1nc(C)cn1S(=O)(=O)c1cc(Br)ccc1OC,6,0.3,4,-1,6,-3,1,0,0,0
CCN(CC)S(=O)(=O)c1ccc(NC(=O)CSc2nc3nc(C)cc(C)c3c(=O)[nH]2)cc1,15,0.7,3,-12,6,0,-2,-6,0,2
CCCc1cc(C(=O)Nc2cc(Cl)ccc2O)no1,-8,-1.2,9,-11,5,7,13,-5,-3,2
CCCC[n+]1c(C)sc2cc(OC)ccc21,9,0.1,-2,4,-2,-3,30*,-1,1,-3
COc1ccnc(Oc2ccc(F)cc2)c1-c1ncn[nH]1,6,0.2,-3,2,2,-2,1,-2,-4,-5
COc1ccc(NC(=O)C2CCN(C(=O)[C@@H]3Cc4ccccc4CN3)CC2)cc1,28*,-0.1,-5,4,0,1,2,-4,1,-1
CCOc1ccc(S(=O)(=O)N(C)CC(=O)NCc2ccccn2)cc1Cl,2,-0.1,3,4,5,-1,-5,2,9,3
COc1ccc(CCNC(=O)C2CCN(S(=O)(=O)N3CCCCC3)CC2)cc1OC,0,-0.5,4,2,0,2,-1,10,5,0
O=C(Cc1c(F)cccc1Cl)Nc1cc(S(=O)(=O)N2CCCCC2)ccc1N1CCOCC1,-12,0.1,3,-6,3,1,4,3,-8,-4
CC(OC(=O)CC1CCCC1)C(=O)Nc1ccc(S(N)(=O)=O)cc1 (stereo not drawn),-14,-0.4,0,-7,-2,2,-3,-4,2,2
O=[N+]([O-])c1ccc(N2CCN(S(=O)(=O)c3ccccc3)CC2)cc1NCCN1CCOCC1,-8,0.3,-10,0,-3,-6,-1,-6,5,-4
CCc1ccccc1NC(=S)N(CCN(C)C)Cc1cccs1,1,-0.5,-5,2,-7,-4,-3,-1,-3,1
# The results go on:
SMILES,TDP2 inh,proKLK7 act,MBD2 DNA inh,SIAE primary,DDE Tn7 FP inh,UHRF1 binding,PRMT1 inh,Tn6 DDE FP,TCR CD3 inh,LEDGF integ inh
NC(=O)CCCc1nc(-c2ccccc2Cl)no1,-12,0.0,-1,-4,-7,3,1,-3,4,1
O=C(OCCCOC(=O)c1ccc(O)cc1)c1ccc(O)cc1,-2,0.6,-3,-2,3,2,6,-3,-2,0
O=S(=O)(N[C@@H]1C[C@H]2CC[C@@H]1C2)c1cccs1,-3,0.0,6,-6,-2,3,5,-3,-4,2
O=C(/C=C/c1cccc([N+](=O)[O-])c1)OCC(=O)N1CCCCC1,-1,0.4,0,4,5,11,0,-2,-2,1
CCOCCCNC(=O)C1CCN(S(=O)(=O)c2cc3c(cc2Br)CCN3C(=O)CC)CC1,-10,-0.1,-4,9,-2,0,-1,-1,nt,-1
O=C(N1CCCCC1)C1(c2ccccc2)CCOCC1,-3,0.6,-4,-1,-3,1,-4,2,3,-3
O=C(Cn1nc(-c2ccc(Cl)cc2)ccc1=O)N1CCN(c2ccccc2)CC1,8,0.9,4,6,-4,-1,-2,-2,-4,1
CC(C)CN1CCC1(C)C(=O)Nc1cccc(C#N)c1 (stereo not drawn),1,0.3,-3,3,-2,-2,-1,-3,-1,1
CN(C)CCNC(=O)C(c1ccccc1)c1ccccc1,2,0.4,-2,6,-2,-2,-6,1,4,5
COC(=O)C1CN(Cc2ccccc2)CCS(=O)(=O)N1Cc1cn(Cc2ccccc2)nn1 (stereo not drawn),-2,0.6,6,3,-4,9,1,-5,nt,6
COc1ccc(CCC(C)Nc2ccc(F)c(F)c2)cc1 (stereo not drawn),-13,-0.2,0,14,0,2,-3,0,1,-4
O=C(Nc1ccccc1)c1cc(C2CCCCN2C(=O)OCc2ccccc2)on1 (stereo not drawn),-10,0.7,-1,-4,-5,2,-2,3,0,4
O=C(CSc1nnnn1-c1ccc(O)cc1)NC1CCCCC1,14,0.1,-2,10,-2,-1,-2,1,8,1
C=CCn1c(NCc2ccc(OC)cc2O)nc2ccccc21,8,0.1,-7,2,7,-1,0,2,0,-3
CCOc1ccc(Cc2noc3c2C(=O)CC(C)(C)C3)cc1OCC,-12,0.4,0,-3,9,-1,1,1,6,-5
COc1ccc(NC(=O)C(=O)NNC(=O)COc2ccc(OC)cc2)cc1,3,-0.7,4,-3,3,-4,1,3,0,-2
CC(=O)Cc1cc2cc([N+](=O)[O-])ccc2oc1=O,-2,0.4,0,4,0,2,-3,-1,5,-3
N=C(N)SCCc1cccc(CCSC(=N)N)c1,-7,0.3,2,-1,-3,0,2,5,1,-3
COc1ccccc1N1CCN(S(=O)(=O)CCNC(=O)CC2CCCCC2)CC1,-3,-0.1,-6,2,5,2,1,-7,-1,0
CCOC(=O)Cn1c(=O)oc2cc(S(=O)(=O)NC(C)c3ccccc3)ccc21 (stereo not drawn),-1,-0.5,1,0,5,2,3,-3,-7,-4
CCN(CC)CCN1C(=O)C(=O)/C(=C(/O)c2ccc(S(=O)(=O)N3CCOCC3)cc2)C1c1ccccc1 (stereo not drawn),-2,0.0,2,3,-6,-3,1,2,4,2
Cc1cccnc1NC(=S)NCc1ccco1,9,0.7,0,5,-6,0,4,1,-3,-2
CCOc1ccccc1C(=O)N(C)Cc1cc2ccccc2[nH]c1=O,-2,0.3,-3,-1,-5,-1,0,-7,9,2
COc1ccc(CN(C)C[C@@H]2OCc3cnnn3CCCC(=O)N([C@H](C)CO)C[C@H]2C)cc1,-5,0.4,0,2,0,1,-2,12,-1,-1
COC(=O)[C@H](Cc1ccccc1)NC(=O)/C=C/[C@H]1O[C@@H](n2ccc(=O)[nH]c2=O)[C@H](O)[C@@H]1O,-2,0.5,3,0,-6,-2,1,0,8,-1
C/C(=N\NC(=O)COc1ccccc1)c1cccs1,3,-0.2,-1,-3,7,-4,-2,1,-2,0

# Compounds shown so far that have four or more nitrogen atoms:
SMILES,TDP2 inh,proKLK7 act,MBD2 DNA inh,SIAE primary,DDE Tn7 FP inh,UHRF1 binding,PRMT1 inh,Tn6 DDE FP,TCR CD3 inh,LEDGF integ inh
CC1(C)Cc2nc3n[nH]c(N)c3cc2CO1,-10,-0.4,-10,5,5,-6,-1,5,5,-1
O=C(Cn1c(=O)c2cccn2c2ccc(F)cc21)NCCCN1CCN(c2ccccc2F)CC1,12,-0.7,-4,-3,8,-1,-4,-1,2,1
Cc1cccc(C)c1OCC(=O)NCc1nnc(SCC(=O)NC2CCCCC2C)n1C (stereo not drawn),-1,0.2,4,4,-5,4,0,0,-1,-1
CCN(CC)S(=O)(=O)c1ccc(NC(=O)CSc2nc3nc(C)cc(C)c3c(=O)[nH]2)cc1,15,0.7,3,-12,6,0,-2,-6,0,2
COc1ccnc(Oc2ccc(F)cc2)c1-c1ncn[nH]1,6,0.2,-3,2,2,-2,1,-2,-4,-5
O=[N+]([O-])c1ccc(N2CCN(S(=O)(=O)c3ccccc3)CC2)cc1NCCN1CCOCC1,-8,0.3,-10,0,-3,-6,-1,-6,5,-4
O=C(Cn1nc(-c2ccc(Cl)cc2)ccc1=O)N1CCN(c2ccccc2)CC1,8,0.9,4,6,-4,-1,-2,-2,-4,1
COC(=O)C1CN(Cc2ccccc2)CCS(=O)(=O)N1Cc1cn(Cc2ccccc2)nn1 (stereo not drawn),-2,0.6,6,3,-4,9,1,-5,nt,6
O=C(CSc1nnnn1-c1ccc(O)cc1)NC1CCCCC1,14,0.1,-2,10,-2,-1,-2,1,8,1
N=C(N)SCCc1cccc(CCSC(=N)N)c1,-7,0.3,2,-1,-3,0,2,5,1,-3
COc1ccc(CN(C)C[C@@H]2OCc3cnnn3CCCC(=O)N([C@H](C)CO)C[C@H]2C)cc1,-5,0.4,0,2,0,1,-2,12,-1,-1

# Shown as a hit in TDP2 inh, of those listed so far:
molecule	TDP2 inh	proKLK7 act	MBD2 DNA inh	SIAE primary	DDE Tn7 FP inh	PRMT1 inh	Tn6 DDE FP	TCR CD3 inh	LEDGF integ inh
COc1ccc(NC(=O)C2CCN(C(=O)[C@@H]3Cc4ccccc4CN3)CC2)cc1	28*	-0.1	-5	4	0	2	-4	1	-1
